# Screening data as filed in PubChem.
# CTSL1 counter: blocks F. hepatica cathepsin L1 in PFM18AAP counter-screen. recombinant F. hepatica cathepsin L1, Z-Leu-Arg-MCA fluorescence. inhibition, % at 5.96 µM. hit rate 0.49% among 300,000. AID 1906;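 active = inhibition above the mean of all tested compounds plus 3 SD, set per screening campaign, cut at about 17% in these data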;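 also: 0% = plate median of test compound wells and 100% = 1 µM Z-Phe-Ala-diazomethylketone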
# ZTA DNA inh: ZTA (EBV) inhibition in EBNA-1 counter-screen. hit rate 0.15% among 320,000. P03206. inhibition, % at 11 µM. AID 2234. ZTA-DNA binding, fluorescence polarization; in the data active = inhibition above about 33%
# Target sequence (P03206 whole entry, looked up): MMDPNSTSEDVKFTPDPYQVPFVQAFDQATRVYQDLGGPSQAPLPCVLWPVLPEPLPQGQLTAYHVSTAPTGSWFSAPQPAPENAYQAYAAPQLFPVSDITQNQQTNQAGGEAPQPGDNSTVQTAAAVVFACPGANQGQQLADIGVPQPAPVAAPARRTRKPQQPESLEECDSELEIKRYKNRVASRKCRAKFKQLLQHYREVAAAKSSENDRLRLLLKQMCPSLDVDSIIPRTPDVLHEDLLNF
# EBNA-1 inhibitor: blocks EBNA-1 binding to DNA; EBNA-1 DNA binding, fluorescence polarization; inhibition, % at 14.8 µM; hit rate 0.34% among 300,000; in the data active = inhibition above about 28%
# PREPL inhibitor: human PREPL enzyme inhibition. hit rate 0.68% among 320,000. Q4J6C6. inhibition, % at 5.96 µM. recombinant PREPL, fluorescence polarization activity-based probe; in the data active = inhibition above about 43%;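 also: 0% = enzyme with DMSO and 100% = wells lacking enzyme; many of its hits are not listed in these tables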
# core dimer inh: blocks dimerization of HCV core protein | TR-FRET GST/Flag-core106 dimerization, 1536-well | inhibition, % at 5 µM | hit rate 0.33% among 300,000 | AID 1899;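 active = inhibition above the mean of all tested compounds plus 3 SD, set per screening campaign, cut at about 45% in these data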
#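 System: GST-tagged and Flag-tagged HCV core protein residues 1-106 / Input: core106 proteins, GST 13.5 nM and Flag 17 nM / Buffer or medium: KF-containing HEPES buffer, pH 7.45, DTT, CHAPS, BSA / Probe or stimulus: Eu-anti-GST and XL665-anti-Flag labelled anti-tag antibodies / Schedule: 4 h, 22.5 °C incubation / Technique: TR-FRET 671 and 617 nm emission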
# Efflux pump inh: antifungal efflux pump inhibition, Nile Red retention; S. cerevisiae Candida pump triplex; inhibition, % at 10 µM; hit rate 0.44% among 330,000;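 active = plate passing quality check with inhibition over a set limit, or well fluorescence over plate mean plus 4 SD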;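 also: Nile Red retained in pooled yeast measured as flow cytometry median fluorescence; 0% = buffer negative control and 100% = Enniatin B positive control; higher means more Nile Red kept so more efflux inhibition; some compounds called inactive have numbers as strong as hits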
# PP5 primary: PP5 (human) phosphatase inhibition; P53041; hit rate 0.18% among 320,000; purified PP5c, OMFP substrate fluorescence; inhibition, % at 6.7 µM;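 active = inhibition above the campaign's mean inhibition across all tested compounds plus 3 SD, cut at about 9.5% in these data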;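 also: 0% = DMSO only and 100% = 100 µM cantharidin control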
# Target sequence (P53041 whole entry, looked up): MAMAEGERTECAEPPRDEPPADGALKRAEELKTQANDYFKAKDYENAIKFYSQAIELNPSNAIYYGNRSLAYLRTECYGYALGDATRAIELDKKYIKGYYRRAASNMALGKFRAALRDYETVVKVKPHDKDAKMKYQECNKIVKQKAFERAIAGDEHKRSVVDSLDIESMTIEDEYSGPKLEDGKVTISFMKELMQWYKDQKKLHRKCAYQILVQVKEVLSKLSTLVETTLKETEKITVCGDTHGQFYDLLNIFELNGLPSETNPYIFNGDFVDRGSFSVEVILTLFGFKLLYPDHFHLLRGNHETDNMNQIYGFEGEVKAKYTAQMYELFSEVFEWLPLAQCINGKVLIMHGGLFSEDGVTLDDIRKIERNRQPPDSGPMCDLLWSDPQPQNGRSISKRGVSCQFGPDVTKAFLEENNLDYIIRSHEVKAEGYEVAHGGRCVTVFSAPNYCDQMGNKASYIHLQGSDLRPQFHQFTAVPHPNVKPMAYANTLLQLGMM
# TPT1 inhibitor: inhibitors of Candida albicans tRNA 2'-phosphotransferase TPT1; recombinant caTPT1, FP RNA substrate dephosphorylation; inhibition, % at 5 µM; hit rate 0.81% among 300,000; AID 1962;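 active = inhibition above the mean of all tested compounds plus 3 SD, set per screening campaign, cut at about 24% in these data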;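 also: plate controls were DMSO alone for no effect and ferristatin control at 100 nM for full effect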
# PP1 inh: PP1-alpha (human) inhibition in PP5 counter-screen; P62136; purified PP1alpha, OMFP fluorescence; inhibition, % at 6.7 µM; hit rate 0.9% among 320,000; AID 2235;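 active = inhibition above the mean inhibition of all tested compounds plus 3 SD, computed separately for each screening campaign, cut at about 15% in these data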
# Target sequence (P62136 whole entry, looked up): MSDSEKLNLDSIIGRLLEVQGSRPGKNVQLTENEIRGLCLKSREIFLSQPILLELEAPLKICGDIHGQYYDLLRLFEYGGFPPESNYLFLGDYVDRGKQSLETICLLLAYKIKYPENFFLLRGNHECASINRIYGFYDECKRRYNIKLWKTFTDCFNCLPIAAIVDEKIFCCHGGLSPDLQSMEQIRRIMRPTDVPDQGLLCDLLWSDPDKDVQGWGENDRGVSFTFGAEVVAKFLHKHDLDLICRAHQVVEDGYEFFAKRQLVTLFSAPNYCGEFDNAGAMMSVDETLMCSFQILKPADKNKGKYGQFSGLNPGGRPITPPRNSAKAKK
# Active calls of the source: *.
# Screens in order: CTSL1 counter	ZTA DNA inh	EBNA-1 inhibitor	PREPL inhibitor	core dimer inh	Efflux pump inh	PP5 primary	TPT1 inhibitor	PP1 inh
O=C(O)c1ccc(-n2nc(-c3ccccc3)c3ccccc3c2=O)cc1
    1.2	-11.8	-1.7	-15.2	-4.5	-0.2	1.1	-0.2	-3.9
O=C(c1cc(-c2ccc(Cl)c(Cl)c2)on1)N1CCN(c2ccccc2)CC1
    1.0	-15.0	-8.8	12.0	-1.0	0.2	0.4	1.3	-3.5
Cc1cc(NC(=O)c2cc(CC(C)C)on2)n(-c2ccccc2)n1
    0.9	-4.5	-5.9	4.3	-7.5	-0.1	1.6	-1.6	-2.1
O=C(CN1CCN(c2ccccn2)CC1)NC1CCCC1
    -3.5	-6.1	2.6	0.3	-1.3	0.0	4.9	-1.7	1.4
CC1=CC(c2ccccc2)n2nc(NC(=O)CCCC(=O)O)nc2N1 (centres undefined)
    -0.8	0.0	-0.2	3.5	1.5	0.3	1.9	2.2	3.4
COc1cc(C(C)=O)ccc1COc1ccc(C(=O)OCC(=O)NC(C)(C)C)cc1OC
    2.9	8.2	7.1	4.6	11.3	-0.1	-1.1	0.5	-2.7
O=C(COc1ncnc2cc([N+](=O)[O-])ccc12)NC(=O)NC1CCCCC1
    0.1	3.2	-6.2	28.6	20.8	-0.2	4.0	5.1	7.4
C/C=C(/C)C(=O)O[C@@H]1[C@H](OC(=O)C=C(C)C)c2c(ccc3ccc(=O)oc23)OC1(C)C
    2.6	-1.1	7.8	-11.6	5.7	0.1	3.4	-4.2	0.3
CO/N=C/NC(=O)c1c(OC)ccnc1Oc1ccccc1
    4.1	-1.2	12.6	-0.4	2.7	-0.1	1.5	1.9	-1.6
Cc1cnc(C(=O)Nc2ccc(S(=O)(=O)NCC(C)C)cc2)cn1
    -1.4	-8.3	4.5	-4.5	-1.9	0.0	-0.4	-1.3	-1.1
C/C(=N/NC(=O)c1cc(C(C)C)[nH]n1)c1cccs1
    1.5	6.1	11.0	-1.0	-4.7	0.3	-1.0	-0.8	-0.3
CSCC[C@H](NC(=O)Nc1ccccc1C)C(=O)O
    0.5	0.4	-0.7	-1.4	-4.0	-0.1	-0.9	-1.9	-1.1
CC1(C)c2ssc(=S)c2-c2ccccc2N1C(=O)CSC1=NCCS1
    0.3	-3.7	4.8	6.5	3.5	0.2	0.0	2.0	0.9
CC(C)OC(=O)CC1=NC(=O)CS1
    0.5	-16.1	-5.7	6.8	3.7	0.2	4.3	-3.8	-3.1
COc1cc(OC)c(/C=N/NC(N)=S)cc1Br
    74.5*	0.2	5.1	6.1	4.6	0.1	0.9	-2.3	-0.4
CC1CCCCN1C(=O)Cn1nnc(-c2cccnc2)n1 (centres undefined)
    -2.1	2.0	-4.4	3.6	7.4	0.3	2.5	-22.5	-4.5
O=C(/C=C/c1ccc(Cl)cc1)NC(=S)Nc1ccc(NC(=O)c2ccco2)cc1
    6.8	6.5	25.0	-33.9	9.4	-0.2	-0.6	1.0	21.2*
Cc1ccc(NC(=O)CSc2nccn2Cc2ccco2)cc1
    -1.1	-0.8	1.8	-9.0	-2.3	0.1	5.3	-3.3	0.2
O=C(NCCCN1CCOCC1)c1ccc(NS(=O)(=O)c2cccc([N+](=O)[O-])c2)cc1
    1.0	2.4	1.1	4.8	-10.1	0.2	-2.4	-1.8	-1.8
Cc1ccc(C(=O)C2=C(O)C(=O)N(CCCN(C)C)C23C(=O)N(C)c2ccccc23)o1 (centres undefined)
    2.3	4.2	4.9	1.3	3.6	0.1	-0.1	3.4	-2.2
Cc1ccc(C)c(S(=O)(=O)Nc2ccc(O)c3ccccc23)c1
    -1.3	9.6	1.6	-2.6	-2.1	0.0	1.3	-1.0	-1.1
COc1ccc(-c2nn[nH]n2)cc1OC
    -0.5	-17.3	-10.1	-2.7	-5.7	-0.1	2.0	-5.3	-2.6
COc1cc2c(cc1NC(=O)COC(=O)[C@@H](NS(=O)(=O)c1ccccc1)C(C)C)oc1ccccc12
    -16.3	3.5	-8.4	23.6	4.9	-0.3	4.3	0.4	1.0
CCN(c1ccccc1)S(=O)(=O)c1cccc(C(=O)NCc2ccccn2)c1
    -3.8	-0.8	3.7	-2.4	2.6	0.0	0.1	2.7	-9.4
CCCCNC(=O)CSc1cc(=O)n(C)c2ccccc12
    0.9	-15.6	4.4	3.2	3.9	0.2	-0.8	4.1	-5.8
COc1cc(/C=C2\SC(=S)N(N3CCOCC3)C2=O)cc(OC)c1OC
    -2.0	12.7	5.9	10.6	-0.6	-0.1	0.7	4.8	-2.2
CC1CN(C(=O)COC(=O)c2ccc(Cl)c(S(=O)(=O)N3CCCCC3)c2)CC(C)O1 (centres undefined)
    -11.3	-8.2	-11.6	1.9	1.2	0.1	3.0	-5.3	-3.4
O=C1CC(N(CCc2ccccc2)C(=S)Nc2cc(Cl)ccc2Cl)C(=O)N1c1c(Cl)cccc1Cl (centres undefined)
    -1.0	-0.6	-7.3	-20.3	41.5	0.0	6.9	2.6	4.4
COc1cccc(/C=C/C(=O)OCC(=O)Nc2ccc(N3CCOCC3)cc2)c1OC
    -1.9	11.3	-5.3	-3.7	6.7	-0.1	0.8	-1.3	-0.8
O=C(Nc1ccnc(-c2cccnc2)n1)c1cccs1
    -2.2	9.3	-5.5	20.2	-6.0	0.0	-0.1	2.1	-3.1

# An excerpt from above in order of heavy-atom count, ascending:
# Screens in order: CTSL1 counter	ZTA DNA inh	EBNA-1 inhibitor	PREPL inhibitor	core dimer inh	Efflux pump inh	PP5 primary	TPT1 inhibitor	PP1 inh
Cc1ccc(NC(=O)CSc2nccn2Cc2ccco2)cc1
    -1.1	-0.8	1.8	-9.0	-2.3	0.1	5.3	-3.3	0.2
CC1=CC(c2ccccc2)n2nc(NC(=O)CCCC(=O)O)nc2N1 (centres undefined)
    -0.8	0.0	-0.2	3.5	1.5	0.3	1.9	2.2	3.4
CCN(c1ccccc1)S(=O)(=O)c1cccc(C(=O)NCc2ccccn2)c1
    -3.8	-0.8	3.7	-2.4	2.6	0.0	0.1	2.7	-9.4

# More structures
# Screens in order: CTSL1 counter	ZTA DNA inh	EBNA-1 inhibitor	PREPL inhibitor	core dimer inh	Efflux pump inh	PP5 primary	TPT1 inhibitor	PP1 inh
O/N=C/Cc1[nH]c2ccccc2c1-c1ccccc1
    -2.4	-13.4	-3.8	-41.2	-4.8	-0.1	5.8	0.6	2.4
CNC(=O)CN(c1ccc(C23CC4CC(CC(C4)C2)C3)cc1)S(C)(=O)=O
    0.9	-18.1	2.5	11.3	6.2	0.0	0.2	2.6	-0.3
CC1=CCC2C(=O)N(C(C)c3ccccc3)C(=O)C2C1 (centres undefined)
    -0.3	11.8	5.3	4.1	-0.7	0.0	-2.4	-1.3	-0.6
COc1cc(NC(=S)N2CCCC(CO)C2)cc(OC)c1 (centres undefined)
    -3.4	0.4	-9.5	-2.2	0.2	0.1	3.1	-1.4	-2.1
Cc1sc2ncnc(SCC(=O)N3CCCC(C(N)=O)C3)c2c1C (centres undefined)
    7.0	-3.6	-9.2	24.9	-2.7	0.0	-0.4	1.6	-0.2
CCOC(=O)C1=C(CC)Nc2ccccc2N=C1NC(=O)Cn1cnc2ccccc2c1=O
    -2.7	6.3	-7.7	-9.1	0.6	-0.3	-1.8	0.3	-2.4
CC1CN(C)C(C)C/C1=N\Oc1ccc([N+](=O)[O-])cc1 (centres undefined)
    -1.1	-4.6	-17.3	11.9	0.8	0.2	3.2	1.0	-0.3
CCn1cnc2cc(NCc3cccs3)ccc21
    -0.6	12.2	-3.1	6.0	2.1	0.0	-1.5	1.5	-3.0
CC(=O)Nc1nnc(CCS(=O)(=O)c2ccc(C)cc2)s1
    -2.4	-1.3	-0.9	-1.8	0.1	0.1	-0.9	0.4	-4.7
Cn1c(=O)cc(SCC(=O)N2CCN(C3CCCCC3)CC2)c2ccccc21
    0.7	-6.5	-0.2	1.8	-2.4	0.5	-0.8	1.8	-8.5
CCOC(=O)c1c(S(=O)(=O)NCc2ccco2)c(C)n(C)c1C
    -2.6	-17.8	-10.5	-0.8	-6.1	0.5	1.0	1.2	0.3
CCc1ccc(Oc2coc3cc(OCC(=O)Nc4cc(C)ccc4C)ccc3c2=O)cc1
    4.2	14.6	3.5	1.9	10.7	-0.1	-0.5	-1.9	3.3
COc1ccc(CN2CCNC(=O)C2CC(=O)N2CCCN(C(C)=O)CC2)c(OC)c1 (centres undefined)
    -0.5	-10.7	-1.8	1.8	9.0	-0.2	0.6	-0.4	-7.7
CCc1ccc(Sc2cc(C(=O)NCCN3CCOCC3)c3ccccc3n2)cc1
    -1.9	-12.9	-10.8	2.1	4.8	0.3	3.6	-0.5	-3.1
O=C(N/N=C/c1cc([N+](=O)[O-])ccc1O)C1C2CCCCC21 (centres undefined)
    4.4	-3.2	3.6	-4.0	-2.3	0.7	2.4	0.5	3.8
CCOCCCNC(=O)CN(c1cc([N+](=O)[O-])ccc1OC)S(C)(=O)=O
    4.7	-12.9	1.7	2.8	0.5	0.2	3.0	-6.2	-4.6
COc1ccc2nc(/N=C/c3c(C)[nH]n(-c4ccc(C)cc4C)c3=O)sc2c1
    2.8	-2.2	-1.6	-2.0	-8.3	-0.1	-1.1	-2.3	1.1
N#CCSc1nc2sccc2c(=O)n1-c1ccccc1
    14.4	-15.4	3.6	9.3	21.3	0.1	-1.3	4.9	2.9
COc1ccc(C(C)=O)cc1COC(=O)CCNS(=O)(=O)c1ccc(C)cc1
    -24.7	-0.3	-2.0	0.9	4.4	0.3	2.2	2.1	-0.3
NC(=O)COC(=O)CC12CC3CC(CC(Br)(C3)C1)C2
    -2.7	10.0	1.4	-4.2	0.1	0.1	-1.0	-3.1	-3.5
COc1ccccc1C(=O)N/N=C(\C)CC(=O)Nc1ccc(Cl)cn1
    -1.8	6.9	3.5	2.1	0.3	-0.1	-0.7	-3.4	-2.8
COc1ccccc1CNc1nc(=S)[nH]c2cc(OC)c(OC)cc12
    5.0	4.9	-25.8	15.8	-4.2	0.3	3.9	-0.8	1.0
CC1CCN(C(=O)CSc2nnc(CNC(=O)COc3ccc(Cl)cc3)o2)CC1
    3.7	7.3	-1.1	15.4	-3.4	-0.1	1.6	-6.1	-0.8
Cc1cc(OC(=O)c2cc(F)c(F)cc2Cl)nc(C)n1
    -0.5	-4.2	-9.1	4.6	-8.6	0.3	3.4	3.4	-9.0
CN(C)C(=O)c1sccc1Oc1ccc(F)cc1[N+](=O)[O-]
    2.1	1.3	-4.3	-2.2	-1.7	-0.4	-1.1	-6.5	1.7
Cc1cccc(Cl)c1OCCCN1CCOCC1
    -2.3	-3.4	-0.4	1.9	10.9	-0.1	-0.7	1.0	0.8
Cc1ccc(S(=O)(=O)N2CCN(C(=O)c3ccccc3)C2)cc1[N+](=O)[O-]
    -2.7	-7.9	-4.1	5.2	-6.3	0.0	3.2	3.3	-5.9
CC(c1ccccc1)n1cc(C(=O)NCc2cccnc2)nn1 (centres undefined)
    1.5	9.1	-2.6	-4.3	-2.1	0.0	0.0	-14.0	4.6
C=C(C)C1CC=C(C)/C(=N/NC(=O)CNc2ccc(OCC)cc2)C1 (centres undefined)
    1.9	-7.7	-15.0	46.2*	9.8	0.0	9.6*	0.4	7.1
Clc1ccccc1Cc1noc(CN2CCN(Cc3ccccn3)CC2)n1
    0.0	4.3	3.1	-0.4	-1.4	-0.1	-0.5	0.2	0.7
CC1=CN2C(=NC(=O)CC2(C)C(=O)N(CC(=O)NC2CCCC2)c2cc(C)cc(C)c2)C=C1 (centres undefined)
    5.9	-7.0	-2.9	5.8	2.2	-0.1	-1.8	-1.9	-2.6

# This is a subset; count on the stated rates, not on these rows.
